APP 5'UTR act = APP 5'UTR luciferase reporter activation; SH-SY5Y APP 5'UTR luciferase reporter, luminescence; zero percent = DMSO vehicle wells; hit rate 1% among 190,000; activation, % at 2 µM; AID 1276;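 active means activation above a set limit, based on mean plus 3 SD of controls, cut at about 140% in these data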; further: values of inactives mirror those of a sister screen read the other way
PMI activator = phosphomannose isomerase (human) activation. activation factor at 20 µM. P34949. AID 1214. hit rate 0.005% among 190,000. purified human PMI, coupled resazurin fluorescence, 20 min; stronger effect = higher value; 1 = vehicle control, 0 substrate-free wells;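 active means activation factor of 2 or more at 20 µM, relative to plate controls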
Target sequence (P34949 whole entry, looked up): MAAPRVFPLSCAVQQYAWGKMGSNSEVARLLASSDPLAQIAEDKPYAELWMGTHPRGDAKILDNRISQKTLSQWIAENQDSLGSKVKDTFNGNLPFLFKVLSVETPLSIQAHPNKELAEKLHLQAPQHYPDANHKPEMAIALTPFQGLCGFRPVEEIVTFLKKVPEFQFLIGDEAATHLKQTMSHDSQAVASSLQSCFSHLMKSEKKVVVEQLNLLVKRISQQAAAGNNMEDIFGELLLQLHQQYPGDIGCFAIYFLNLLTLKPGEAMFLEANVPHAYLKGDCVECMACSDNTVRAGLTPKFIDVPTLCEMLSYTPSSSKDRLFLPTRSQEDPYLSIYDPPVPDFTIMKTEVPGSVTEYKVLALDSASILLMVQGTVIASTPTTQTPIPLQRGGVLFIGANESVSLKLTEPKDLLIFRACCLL
NF-kB expr up = NF-kB expression increase, human neuronal cells; NF-kB reporter expression; stronger effect = higher value; fold change at 12.5 µM; hit rate 1.6% among 190,000; in the data active means fold change above about 3.3
PMI act satM6P = PMI (human) activation, high substrate; P34949; activation factor at 20 µM; coupled PMI enzyme assay, resazurin fluorescence, 20 min; stronger effect = higher value; 1 = untreated enzyme, 0 = substrate-free blank; hit rate 0.34% among 190,000;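 active means activation factor of 2 or more at 20 µM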
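assay system = human phosphomannose isomerase with PGI, G6PDH, diaphorase coupling enzymes | quantity = 15 ng/mL PMI | incubation = enzyme reaction with compound 20 min at room temperature | medium = HEPES pH 7.4 buffer with MgCl2 and Tween-20 | compound dosing = one concentration, 20 µM, in 1% DMSO | measured by = Diaphorase-driven resazurin-to-resorufin fluorescence, excitation 544, emission 590 nm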
FLuc act counter = firefly luciferase counter-screen for stimulation assays; 200,000 tested, under 10 active; activation factor at 10 µM; ATPlite luciferase biochemical, luminescence, 10 min; 0 = ATP-free wells, 1 = DMSO control; P08659;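 active means luciferase activation factor, scaled between plate controls, of at least 2 with compound at 10 µM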
Target sequence (P08659 whole entry, looked up): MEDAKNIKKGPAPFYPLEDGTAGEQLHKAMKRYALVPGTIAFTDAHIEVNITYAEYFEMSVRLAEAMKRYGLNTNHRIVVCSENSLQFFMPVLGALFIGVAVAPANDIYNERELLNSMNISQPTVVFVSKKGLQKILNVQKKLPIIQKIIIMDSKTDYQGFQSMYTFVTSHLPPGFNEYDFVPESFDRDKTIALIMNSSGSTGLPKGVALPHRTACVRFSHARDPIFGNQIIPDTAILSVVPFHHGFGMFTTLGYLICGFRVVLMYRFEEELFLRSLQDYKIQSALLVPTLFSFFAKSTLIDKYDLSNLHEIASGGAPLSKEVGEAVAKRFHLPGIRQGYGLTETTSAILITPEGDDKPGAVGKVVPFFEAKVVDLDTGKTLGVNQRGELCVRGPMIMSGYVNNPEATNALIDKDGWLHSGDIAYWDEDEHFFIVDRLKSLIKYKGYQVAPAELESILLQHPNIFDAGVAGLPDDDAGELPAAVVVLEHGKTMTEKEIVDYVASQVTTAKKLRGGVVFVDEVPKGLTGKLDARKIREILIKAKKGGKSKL
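Assay system: Luciferase/luciferin reagent mix; Medium: PBS as buffer for the ATP substrate; Dosing: test compounds dosed from 2 mM stocks in 100% DMSO; Times: 10 min, room temperature; Signal: luminescence from luciferase reaction; Read-out: luciferase activation; Controls: No-ATP low control, compound-free enzyme-plus-ATP high control.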
TNAP inh noacc = inhibitors of human TNAP without phosphate acceptor; purified TNAP, CDP-star luminescence, 30 min; inhibition, % at 20 µM; hit rate 0.26% among 200,000; AID 1012;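 active means tissue-nonspecific alkaline phosphatase inhibition above about 50% at 20 µM in the single-dose screen, limit read from the data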;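 further: 0% = DMSO negative control and 100% = EDTA positive control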
TNAP inh hiacc = blocks human TNAP under high phosphate acceptor concentration. P05186. AID 1135. purified TNAP, CDP-star luminescence, 1 M DEA. inhibition, % at 20 µM. hit rate 0.03% among 200,000;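 active means over 50% inhibition of tissue-nonspecific alkaline phosphatase at 20 µM in the single-dose screen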;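 further: plate controls were DMSO wells for no effect and EDTA-quenched wells as full inhibition for full effect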
TNAP act hi DEA = increases human TNAP activity under high phosphate acceptor concentration | P05186 | purified TNAP, CDP-star luminescence, 1 M DEA, 30 min; stronger effect = higher value; 0 = EDTA background, 1 = DMSO-only activity | activation factor at 20 µM | 200,000 tested, under 10 active | AID 1136;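 active means activation factor at least 2 at 20 µM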
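Dosing: 20 µM single point. System: human TNAP. Amount: TNAP 1/800 final. Incubation: 30 min, room temperature. Read-out: TNAP activation factor scaled between EDTA and DMSO control wells. Signal: luminescence from CDP-star hydrolysis. Medium: 1 M DEA, pH 9.8, Mg2+, Zn2+. Control set: EDTA negative control, DMSO positive control.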
bIAP act = intestinal alkaline phosphatase (bovine) activation | purified bovine IAP, CDP-star luminescence, 30 min; stronger effect = higher value; fold of DMSO-control signal, blank-subtracted | activation factor at 20 µM | hit rate 0.17% among 200,000 | AID 1016;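 active means activation factor of 2 or more at 20 µM, a signal rise over negative controls twice the positive control's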
FLuc inhib CS = inhibits firefly luciferase, flagging false hits in luciferase inhibition screens | AID 1006 | ATPLite firefly luciferase biochemical luminescence, 10 min | hit rate 1.5% among 200,000 | P08659 | inhibition, % at 10 µM;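 active means inhibition above about 50% when tested at 10 µM, limit read from the data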
Numbers without * were called inactive; . = not tested or not shown. Outcome played no part in choosing rows; overall some 3.6% were active at least once.

SMILES	APP 5'UTR act	PMI activator	NF-kB expr up	PMI act satM6P	FLuc act counter	TNAP inh noacc	TNAP inh hiacc	TNAP act hi DEA	bIAP act	FLuc inhib CS
CCCc1nnc(SCC(=O)Nc2ccc(OCC)cc2)n1N	-8	1	1	1	1.1	-14	-4	1	0.8	-7
Cc1nc2cc(-c3ccccc3)sc2c(=O)n1N	-26	1	0.83	1.1	0.1	-7	-3	1	0.9	89*
Cc1ccc(-c2noc(CSc3nnc(-c4cccs4)n3C)n2)cc1	-14	1	2.4	1.1	1	-14	-3	1	0.9	3
O=C(Nc1cccnc1)c1ccc2nc(-c3ccccc3)c(-c3ccccc3)nc2c1	0	1	0.43	0.9	1.1	-6	0	1	1	-7
COc1ccc(C2C(C(C)=O)=C(O)C(=O)N2CCc2c[nH]c3ccccc23)cc1OC (configuration not stated)	-1	0.9	1.1	1	1.1	-8	-4	1	1	-6
Cc1ccn2cc(-c3cnoc3C)nc2c1	.	0.9	1.7	0.9	0.9	-2	1	1	0.9	14
C/C(=N\NC(=O)c1nc2ccccn2c1C)c1ccc2c(c1)OCO2	-3	1	1.2	1	1	-3	-6	1.1	0.9	1
CC1CC2(C)CC(C)C1(COC(=O)Nc1ccccc1)CO2 (configuration not stated)	10	1	.	1	1	-8	0	1	1	-1
COc1cc2c(=O)n(Cc3ccco3)c(=O)n(CC(=O)c3cccc(Br)c3)c2cc1OC	2	1	0.82	1	1.1	6	-6	1.1	1	-11
Cc1ccc(S(=O)(=O)NC(=O)c2cc(C)n(-c3cc(S(=O)(=O)N4CCOCC4)ccc3N3CCCC3)c2C)cc1	-1	1	1	1.1	1.1	-16	-2	1	1.1	-6
O=C(c1ccc2c(c1)OCO2)C1CCCN(Cc2cc(F)ccc2-n2cccn2)C1 (configuration not stated)	11	1	1.6	0.9	1	-8	-2	1	1	-4
CCN=c1scc(-c2ccco2)n1/N=C/c1ccc(OC)c(O)c1	182*	1	4*	1.2	0.8	-3	3	1	0.9	20
N[C@@H](CO)c1nnc([C@H](CCC(=O)O)NC(=O)C2CCNCC2)o1	10	1	1	1	1	1	-2	1	1	-2
COC(=O)COc1ccc(S(=O)(=O)Nc2ccc(C(N)=O)cc2)cc1Cl	-24	0.9	1.1	1	1	-12	-2	1	0.9	0
Nc1ccc2nc(CN3CCOCC3)[nH]c2c1	-12	0.9	0.91	1.1	1.1	-4	-2	1	1	-8
S=c1nc(-c2ccccc2)n(Cc2ccco2)c2c1CCCC2	12	0.9	1.5	1	1	-9	0	1	0.8	-1
O=C(O)c1ccc(NC(CSCc2ccccc2F)C(=O)O)c([N+](=O)[O-])c1 (configuration not stated)	17	1.1	1.1	1.2	1	14	18	0.8	0.8	-2
CC(C)(C)C1(C)OC(C(N)=O)C(C(N)=O)O1 (configuration not stated)	0	1	1.1	1	1	-6	-1	1	1	-3
COc1ccc(N=Cc2sc(O)c3ccccc23)cc1	214*	0.9	13*	0.9	0.9	-1	12	0.9	1	8
COCC(=O)Nc1ccc(Br)cc1C	2	1	1.2	0.9	1	-9	0	1	1.1	-4

Part of the list above, as comma-separated lines:
SMILES,APP 5'UTR act,PMI activator,NF-kB expr up,PMI act satM6P,FLuc act counter,TNAP inh noacc,TNAP inh hiacc,TNAP act hi DEA,bIAP act,FLuc inhib CS
Nc1ccc2nc(CN3CCOCC3)[nH]c2c1,-12,0.9,0.91,1.1,1.1,-4,-2,1,1,-8
S=c1nc(-c2ccccc2)n(Cc2ccco2)c2c1CCCC2,12,0.9,1.5,1,1,-9,0,1,0.8,-1
O=C(O)c1ccc(NC(CSCc2ccccc2F)C(=O)O)c([N+](=O)[O-])c1 (configuration not stated),17,1.1,1.1,1.2,1,14,18,0.8,0.8,-2

Next compounds follow:
SMILES	APP 5'UTR act	PMI activator	NF-kB expr up	PMI act satM6P	FLuc act counter	TNAP inh noacc	TNAP inh hiacc	TNAP act hi DEA	bIAP act	FLuc inhib CS
COc1ccccc1CN(Cc1nc2ccccc2c(=O)[nH]1)C(=O)Nc1ccccc1C	10	0.9	0.59	1	1	-8	-2	1	0.9	-1
Cc1ccc(-c2nnc(N3CCN(S(C)(=O)=O)CC3)c3ccccc23)cc1	-1	1	0.83	1.1	1	-9	-3	1	1	-1
O=C(O)CN(c1ccccc1[N+](=O)[O-])S(=O)(=O)c1ccccc1	10	1	1.4	1.1	1.1	-12	-6	1.1	1.1	-6
CSCCC(NC(=O)c1cncc(Br)c1)C(=O)O (configuration not stated)	-2	0.9	1.2	1.1	1	-2	2	1	1	1
CCCCC(NC(C)=O)c1nc2ccccc2[nH]1 (configuration not stated)	-7	0.9	1	0.9	1	-6	-2	1	1	2
COc1cccc(CCNC(=O)CC2C(=O)NCCN2CC(C)(C)C)c1 (configuration not stated)	4	0.9	1.1	0.7	1	-12	-8	1.1	0.9	-2
Nc1nc(Sc2ccc(C(F)(F)F)cn2)n[nH]1	4	0.9	1.2	1	1.1	-3	-8	1.1	0.7	-9
FC(F)(F)c1cccc(N2CCN(C(=S)NC3CCCCC3)CC2)c1	3	0.8	0.99	0.9	1.1	-18	1	1	0.9	-6
O=S(=O)(NC1CC1)c1ccc(S(=O)(=O)N2CCc3ccccc32)cc1	2	0.9	1.1	0.9	1.1	-18	-4	1	0.9	-7
Cc1cc(OC(C)C(N)=O)nc(-c2ccccc2)n1 (configuration not stated)	16	1.1	1.2	1	1	-13	-3	1	1	-4
CNC(=S)N/N=C/c1ccc(N2CCOCC2)s1	-20	0.8	1.3	0.6	0.7	-52	6	0.9	1.3	26
O=C(CCc1[nH]c2ccccc2c1Sc1ccccc1)NCCO	0	0.9	0.69	0.9	1	-10	-7	1.1	1	1
CN(Cc1ccccc1)C(=S)Nc1ccc2nc3n(c(=O)c2c1)CCCCC3	5	1.1	1.1	1.1	1	-10	-2	1	1	-4
COC(=O)c1ccc(C(=O)OC)c(NC(=O)CSCc2ccccc2Br)c1	9	0.9	0.78	0.8	1	-6	1	1	1	-3
CCN(CC)S(=O)(=O)c1ccc(NCc2ccccc2)nc1	24	0.9	1.1	0.9	1	-6	-1	1	0.9	-2
O=C(NCc1nnc2n1CCCCC2)c1ccc(Cl)cc1Cl	0	0.9	1.1	1	1.1	-9	-4	1	0.9	-6
Cc1ccc(NC(=O)C2C(C(=O)O)C3C=CC2C32CC2)cc1 (configuration not stated)	0	0.9	1.1	1	1	-9	-2	1	0.9	2
O=C(COCCOCC(=O)N(c1ccccn1)C1CCCCC1)N(c1ccccn1)C1CCCCC1	.	1.2	1.2	1.1	1.1	-2	-4	1	0.9	-7
O=C1CC(c2ccncc2)c2cc3c(cc2N1)OCCO3 (configuration not stated)	8	1	1.1	1	1	-4	-3	1	1	2
C=CCSc1nnc2c(n1)OC=Nc1ccc(Br)cc1-2	1	1.3	1.2	1.6	1	5	-2	1	1	4
CCc1ccc(C2CC(c3ccccc3)n3ncnc3N2)cc1 (configuration not stated)	3	1.1	1.1	1.1	1.1	12	-7	1.1	0.9	-6
CCc1cc2c(NCCC(=O)O)nc(C)nc2s1	-5	0.9	1.2	0.9	1	-6	-3	1	0.9	-3
Cc1oc(-c2cccs2)nc1CN1CCN(CC(C)C)C(CCO)C1 (configuration not stated)	5	0.8	1.2	0.9	1	-16	-9	1.1	1.2	-4
Cc1c2cn[nH]c(=O)c2c(C)n1Cc1ccc(F)cc1	-8	0.9	1.1	0.9	0.9	-14	-1	1	1	12
CCCCN(CCCC)S(=O)(=O)c1ccc(OC)c2ncccc12	29	0.9	0.97	1	1.1	-8	-5	1	1	-8
C/C(=N\NC(=O)CSc1nc2ccccc2c(=O)n1-c1ccccc1C)c1cccs1	-1	1	1.1	0.9	1	-15	-2	1	0.9	-5
Cc1ccc(S(=O)(=O)CC(C)N2CCN(C3CCCCC3)CC2)cc1 (configuration not stated)	-7	1	1	1	1	-6	-2	1	1.2	-2
CCCNC(=O)Nc1ccc(C(F)(F)F)cc1	17	0.9	1.3	0.9	1	-12	-6	1.1	1	1
CO/N=C/c1cn(-c2ccc(Cl)cc2)nn1	22	1.1	1.6	1	0.8	-21	-1	1	1.1	17
S=C(Nc1ccccc1Cl)N1CCN(Cc2ccccc2)CC1	22	1	1.4	0.9	1	0	1	1	1.1	1
O=S(=O)(NCc1cccnc1)c1ccc2c(c1)OCCO2	6	1	0.98	1	1.1	-8	-1	1	0.9	-6
Cc1cc(C)cc(NC(=O)CN2CCC(NC(=O)Cc3ccccc3)CC2)c1	-1	1	1	1	1	-7	-4	1	1	1

Whole records from above.
`Cc1cc(C)cc(NC(=O)CN2CCC(NC(=O)Cc3ccccc3)CC2)c1` in the list: APP 5'UTR act: -1; PMI activator: 1; NF-kB expr up: 1; PMI act satM6P: 1; FLuc act counter: 1; TNAP inh noacc: -7; TNAP inh hiacc: -4; TNAP act hi DEA: 1; bIAP act: 1; FLuc inhib CS: 1
`Cc1oc(-c2cccs2)nc1CN1CCN(CC(C)C)C(CCO)C1` (configuration not stated) in the list: APP 5'UTR act: 5; PMI activator: 0.8; NF-kB expr up: 1.2; PMI act satM6P: 0.9; FLuc act counter: 1; TNAP inh noacc: -16; TNAP inh hiacc: -9; TNAP act hi DEA: 1.1; bIAP act: 1.2; FLuc inhib CS: -4

Assay outcomes (PubChem BioAssay)
